FEN1 inhibitor: qHTS Assay for the Inhibitors of Human Flap endonuclease 1 (FEN1) | Recombinant FEN1 flap cleavage, fluorescence, 15 min | 390,000 compounds, 0.35% hits | P39748 | AID 588795, 2011 | Potency, µM (top dose mostly 114 µM), for the others: at the top dose activity change, negative = inhibition, usual class: inhibitors; further: nearly all actives have a fitted effect of over 65% in size
Target sequence (P39748 whole entry, looked up): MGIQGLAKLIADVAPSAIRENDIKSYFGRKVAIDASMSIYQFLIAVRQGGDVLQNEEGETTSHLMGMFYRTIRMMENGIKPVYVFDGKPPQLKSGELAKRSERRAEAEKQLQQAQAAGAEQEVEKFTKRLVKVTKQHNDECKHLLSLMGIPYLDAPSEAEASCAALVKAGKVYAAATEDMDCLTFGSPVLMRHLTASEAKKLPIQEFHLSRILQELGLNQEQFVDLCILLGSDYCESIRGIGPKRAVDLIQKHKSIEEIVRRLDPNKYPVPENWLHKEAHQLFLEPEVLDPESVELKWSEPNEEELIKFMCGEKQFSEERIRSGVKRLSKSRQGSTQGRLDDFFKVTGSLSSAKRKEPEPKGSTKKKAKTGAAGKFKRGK
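Read-out was taken twice, immediately and after 15 min, following addition of 50 nM substrate to 10 nM FEN1 that had sat with test compound for 15 min at room temperature. Curves came from a four-parameter Hill model.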
TDP1 block: qHTS Assay for Inhibitors of Tyrosyl-DNA Phosphodiesterase (TDP1) | 350,000 compounds, 0.28% hits | Potency, µM (highest dose often 130 µM), inactives show at the top dose activity change, negative = inhibition, actives largely listed as inhibitors | Tyrosyl-DNA phosphodiesterase 1 (Homo sapiens), Q9NUW8 | recombinant TDP1, AlphaScreen DNA substrate cleavage; further: nearly all actives have a fitted effect of over 40% in size
Target sequence (Q9NUW8 whole entry, looked up): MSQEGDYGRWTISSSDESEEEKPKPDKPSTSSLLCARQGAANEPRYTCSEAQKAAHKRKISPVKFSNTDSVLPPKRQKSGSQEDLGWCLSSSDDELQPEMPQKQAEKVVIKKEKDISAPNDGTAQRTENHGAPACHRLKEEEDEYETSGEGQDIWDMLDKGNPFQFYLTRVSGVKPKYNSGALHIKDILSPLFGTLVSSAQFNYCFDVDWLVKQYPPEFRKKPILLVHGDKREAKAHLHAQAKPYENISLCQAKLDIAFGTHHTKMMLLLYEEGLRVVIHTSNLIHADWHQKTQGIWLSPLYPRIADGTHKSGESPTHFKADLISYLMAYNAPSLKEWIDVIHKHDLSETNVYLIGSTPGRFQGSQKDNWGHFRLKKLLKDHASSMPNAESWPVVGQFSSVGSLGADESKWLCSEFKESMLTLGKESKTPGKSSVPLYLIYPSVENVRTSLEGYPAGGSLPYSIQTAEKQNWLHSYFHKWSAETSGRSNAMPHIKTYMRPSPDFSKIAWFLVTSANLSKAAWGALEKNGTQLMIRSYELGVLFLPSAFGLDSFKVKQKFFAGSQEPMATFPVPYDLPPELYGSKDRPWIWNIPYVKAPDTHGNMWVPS
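Signal: AlphaScreen proximity between streptavidin donor and anti-FITC acceptor beads on intact substrate. Reaction: Tdp1 1 nM, substrate 15 nM final, 5 min RT after 15 min compound preincubation.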
N370S GC: qHTS Assay for Inhibitors and Activators of N370S glucocerebrosidase as a Potential Chaperone Treatment of Gaucher Disease | 330,000 compounds, 0.092% hits | N370S GC spleen homogenate, 4MU-glucoside fluorescence | Lysosomal acid glucosylceramidase (Homo sapiens), P04062 | AID 2101, 2009 | Potency, µM (highest dose often 59.4 µM), for the others: top-dose activity change, negative = inhibition, actives largely listed as inhibitors;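 further: 0% = full enzyme activity and -100% = no enzyme basal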
* hit, by the source's call; u = inconclusive; x = not tested or not shown; & = joins results of further samples; [ ] = dose if it differs, or a comment. The call rests on the fitted dose curve; in most records, active means well fitted curve in the direction sought with a large enough effect; inconclusive means small, poorly fitted or top-dose-only effect, or another doubt; inactive means no such curve, though single readings can be large; an effect the other way counts as inactive or inconclusive. Unless noted, on the % scale 0 is the no-effect control and ±100 the full control effect; potency means the concentration at half of the fitted maximal effect.

The first 4 records, ahead of the listing:
SMILES	FEN1 inhibitor	TDP1 block	N370S GC
CCCCCCCCCCCCCCCCSCC(COC)COP(=O)([O-])OCC[N+](C)(C)C (stereo not given)	x	6%	1%
O=C(Nc1cccc(C(F)(F)F)c1)c1cnn(-c2cccc(F)c2)c1C1CCNCC1	-2%	1%	x
Cc1ccccc1Cn1cc(NC(=O)c2cc(-c3ccc(Cl)cc3)on2)cn1	-1%	-1%	x
NS(=O)(=O)c1ccc(CCNC(=O)CN2C(=O)c3ccccc3S2(=O)=O)cc1	0%	-12%[0.505 µM]	-8%

All compounds of this part, from the first entry:
SMILES	FEN1 inhibitor	TDP1 block	N370S GC
CCCCCCCCCCCCCCCCSCC(COC)COP(=O)([O-])OCC[N+](C)(C)C (stereo not given)	x	6%	1%
O=C(Nc1cccc(C(F)(F)F)c1)c1cnn(-c2cccc(F)c2)c1C1CCNCC1	-2%	1%	x
Cc1ccccc1Cn1cc(NC(=O)c2cc(-c3ccc(Cl)cc3)on2)cn1	-1%	-1%	x
NS(=O)(=O)c1ccc(CCNC(=O)CN2C(=O)c3ccccc3S2(=O)=O)cc1	0%	-12%[0.505 µM]	-8%
CCOC(=O)c1c(C)[nH]c(C)c1C(=O)COC(=O)CCc1ccccc1	14%	3%	x
O=C(C[n+]1cc(-c2ccccc2)n2c1CCCCC2)c1ccc(Cl)cc1	-13%	0%	9%
COc1ccccc1NC(=O)c1ccc(CN(c2cc(Cl)ccc2C)S(=O)(=O)c2ccccc2)cc1	7%	2%	1%
COc1ccccc1NC(=O)COc1ccc2ccccc2c1	-19%	-5%[56.1 µM]	1%
Cc1ccccc1C(=O)Nc1cccc(C(=O)OCc2cc(=O)n3ccsc3n2)c1	-5%	4%	x
Cc1ccc(Cl)cc1N1CCN(S(=O)(=O)c2cc3[nH]c(=O)c(=O)[nH]c3cc2C)CC1	13%	-6%	x
Cc1ccc(S(=O)(=O)N(CC(=O)Nc2ccc(F)cc2)C(=O)N2CCN(C)CC2)cc1	12%	-20%[0.505 µM]	0%
Cc1ccc(NC(=O)NNC(=O)C2CCN(Cc3ccc(F)cc3Cl)CC2)cc1	18%	-3%	3%
CCC(C)(C)NC(=O)C(c1ccc(O)cc1)N(Cc1ccco1)C(=O)CCC(=O)Nc1ccccn1 (stereo not given)	-14%	8%	-20%
Cc1ccc(-c2cc(=O)c3ccccc3[nH]2)cc1	-5%	7%[234 µM]	-11%[136 µM]
CC(=O)NC(Cc1c[nH]c2ccccc12)C(=O)N1CCN(S(=O)(=O)c2ccccc2)CC1 (stereo not given)	-2%	1%	x
CCN(CC(=O)Nc1cc(C)c(Cl)cc1OC)CC(=O)NC1CCS(=O)(=O)C1 (stereo not given)	-3%	0%	-3%
O=C(NC(=O)N1CCCCC1)c1ccccc1	1%	-1%	-17%
N#Cc1c(C(F)(F)F)cc(-c2cccs2)nc1SCC(=O)Nc1ccccc1F	11%	0%[12.3 µM]	x
COc1ccc(CCNc2nc(-c3ccc(NC(C)=O)cc3)cs2)cc1OC	13%	8%	-15%
Cc1ccc2[nH]c(C(=O)N3CCN(C=O)CC3)cc2c1	-4%	4%	2%
Cc1nc2ccc(NC(=O)COc3ccccc3C)cc2s1	-6%	5%	13%
Cc1ccc(S(=O)(=O)N2CCC[C@H]2C(=O)OC(C)C(=O)Nc2ncc(Cl)cc2Cl)cc1 (stereo not given in full)	-13%	4%	10%
Cc1ccccc1S(=O)(=O)NC(=NCc1ccc(F)cc1)c1ccccc1	0%	0%	x
COc1cccc(C2/C(=C(/O)c3ccc4c(c3)OCO4)C(=O)C(=O)N2CCN2CCOCC2)c1 (stereo not given)	-16%	1%	-10%
O=C(NCc1ccccn1)c1ccc2nc(C3CCCCC3)oc2c1	-1%	2%	5%
COc1ccc(C(=O)COC(=O)/C=C/c2ccccc2)c(OC)c1	-10%	-19%	x
Cc1ccc2nc(NCCCNC(=O)c3cnccn3)c(C#N)cc2c1	-4%	1%	-4%
COc1ccc(CNC(=O)[C@@H](NC(=O)C2CCN(S(=O)(=O)c3ccc(C)cc3)CC2)C(C)C)cc1OC	-1%	-2%	-9%
FC(F)(F)c1ccc(NC(=S)NCc2ccccc2)cc1	-14%	-5%	1%
O=C(CCS(=O)(=O)c1ccccc1Cl)Nc1ccc(S(=O)(=O)Nc2ncccn2)cc1	9%	-1%	2%
CC(C(=O)NC1=NCCS1)N1C(=O)C2CC=CCC2C1=O (stereo not given)	-1%	7%	3%
COc1ccc(OC)c(N/C(=N\c2nc(C)cc(C)n2)NC(=O)c2ccco2)c1	x	-3%	10%
COc1ccc(CNC(=O)c2oc3c(c2C)-c2nn(Cc4ccccc4Cl)cc2CC3)cc1	15%	-5%	x
CN(C)C(=O)c1ccc2c3c(cccc13)CC2	0%	5%	-13%
CCCCNC(=O)CSc1nc2ccc(N3CCOCC3)cc2c(=O)n1Cc1ccc(OC)cc1	-4%	-3%	-26%
CCOC(=O)c1ccc(CN(Cc2ccccc2C)S(=O)(=O)c2ccc(F)c(C)c2)cc1	-15%	-5%	x

As entered above.
Under FEN1 inhibitor, COc1ccc(CNC(=O)c2oc3c(c2C)-c2nn(Cc4ccccc4Cl)cc2CC3)cc1 has 15%
Under FEN1 inhibitor, CCCCNC(=O)CSc1nc2ccc(N3CCOCC3)cc2c(=O)n1Cc1ccc(OC)cc1 has -4%
Under TDP1 block, CN(C)C(=O)c1ccc2c3c(cccc13)CC2 has 5%
Under TDP1 block, CC(C(=O)NC1=NCCS1)N1C(=O)C2CC=CCC2C1=O (stereo not given) has 7%
Under N370S GC, O=C(CCS(=O)(=O)c1ccccc1Cl)Nc1ccc(S(=O)(=O)Nc2ncccn2)cc1 has 2%

Next section.
SMILES	FEN1 inhibitor	TDP1 block	N370S GC
Cc1cc(=O)oc(C)c1C(=O)N[C@@H](Cc1ccccc1)C(=O)O	15%	x	-6%
CCN(CC)C(=O)Cn1nc(-c2ccc(Cl)cc2)c2ccccc2c1=O	13%	x	2%
CC1CCCN(c2nc(-c3cccnc3)nc3scc(-c4ccccc4)c23)C1 (stereo not given)	-4%	-3%	1%
O=C(COC(=O)CCCN1C(=O)c2cccc3cccc(c23)C1=O)Nc1cccc(C(F)(F)F)c1	-7%	5%	4%
Cc1ccc(C(=O)Nc2cccc(C(F)(F)F)c2)cc1Nc1cncnc1	4%	x	-6%
CCN1CCN(Cc2ccc(NC(=O)c3cc(NC(=O)c4cnnc5ccccc45)cc(OC)c3)cc2C(F)(F)F)CC1	-17%	4%	-1%
COc1ccc(NS(=O)(=O)c2ccc(N3CCCCC3)c(N)c2)cc1	-20%	2%[56.1 µM]	x
COc1cc(/C=C/C(=O)c2ccc3c(c2)OCCO3)cc(OC)c1OC	9%	x	-8%
CCN1CCN(C(c2ccc(C)cc2)c2c(O)cc(C)n(Cc3ccco3)c2=O)CC1 (stereo not given)	16%	5%	x
Cc1ccc(S(=O)(=O)C2(C(=O)NCc3ccccc3Cl)CC2)cc1	-19%	x	5%
CC(C)CN(C(=O)CCC(=O)OCc1ccc(Cl)cc1Cl)c1c(N)n(CC(C)C)c(=O)[nH]c1=O	2%	0%	0%
CC(C)C(=O)N(Cc1ccccc1)S(=O)(=O)c1ccc2c(c1)oc(=O)n2C	2%&9%	2%&7%	-4%
COC(=O)Cc1ccc(NC(=S)NCCC(C)C)cc1	3%	3%	-1%
COc1cccc(-c2cc(=O)[nH][nH]2)c1	15%	3%	2%
O=C(Cc1nc(-c2ccc(Br)s2)cs1)NCCN1CCOCC1	-9%	7%	-4%
Cn1c(=O)c2c(nc(Br)n2CC(=O)C23CC4CC(CC(C4)C2)C3)n(C)c1=O	-11%	7%	-10%
O=C(NCCCN1CCOCC1)C(=O)NCC1OCCCN1S(=O)(=O)c1cc(F)ccc1F (stereo not given)	8%	4%	-1%
COCCCn1c2nc3ccccc3nc2c2c(=O)n(Cc3ccc(Cl)cc3)cnc21	9%	2%	0%
COc1ccccc1-c1sc2ccccc2c1-c1ccc2c(c1)OCCO2	-10%	-10%	x
CC1=C(/C=C/C(C)=N\NC(=O)c2ccncc2)C(C)(C)CCC1	7%	-3%	9%
CCN(CC)S(=O)(=O)c1ccc(NC(=S)Nc2ccc(F)cc2)cc1	-5%	x	3%
CCc1cccc(NS(=O)(=O)c2ccc3c(c2)CC(C)N3C(=O)C2CC2)c1 (stereo not given)	3%	5%	x
CCN(CC)c1ccc(CNc2nc3ccccc3n2CC)cc1	0%	x	-13%
O=c1[nH]cccc1-c1nc2ccccc2n1Cc1cccc(Cl)c1	15%	x	15%
Cc1noc(/C=C/N(C)C)c1S(=O)(=O)N1CCCC(C(=O)NC2CCCCC2C)C1 (stereo not given)	9%	8%	-4%
O=C(Cc1ccccc1[N+](=O)[O-])NC1CC2CCC1C2 (stereo not given)	13%	5%	-5%
CCOC(=O)c1sc(CS(=O)(=O)c2ccc(Cl)cc2)nc1C	0%	x	-6%
O=c1cnnc(Nc2cccc(C(F)(F)F)c2)[nH]1	14%	5%	-5%
Cc1ccc(OCC(=O)N2CCN(C(=O)c3ccco3)CC2)cc1	8%	0%	-3%
CC(C)(C)c1ccc2c(c1)N(CC(=O)N1CCOCC1)C(=O)CO2	5%	1%	0%
COc1cccc(-c2ccc(NC(=O)C3CCCN(Cc4cc(C)[nH]n4)C3)cc2)c1 (stereo not given)	-2%	4%[56.1 µM]	u
COc1ccc(C2=NOC(C(=O)Nc3ccc4c(c3)OCO4)C2)cc1 (stereo not given)	-6%	x	7%
CCOc1ccc(OCCCC(=O)NCCOc2ccccc2OC)cc1	-12%	5%	-5%
COCCN1C(=O)c2ccccc2C(C(=O)NCCCN2CCCC2=O)C1c1c[nH]c2ccccc12 (stereo not given)	-8%	0%	3%
Cc1ccc2c(c1)nnn2C1CCN(C(=O)c2ccccc2F)CC1	0%	6%	3%
COc1ccc(CNC(=O)Cc2coc3ccc(C)cc23)cc1	-9%	4%	x
Oc1ccc(/C=N/N2CCCCC2)c(O)c1O	u	x	0%
CC(=O)c1sc(NC(=O)C2CSC3(C)CCC(=O)N23)nc1-c1ccccc1 (stereo not given)	2%	x	0%
COc1ccccc1CNC(=O)CC1Sc2ccccc2NC1=O (stereo not given)	5%	5%	9%
N#C/C(=C\c1ccc2c(c1)OCCO2)C(=O)Nc1nccs1	-10%	6%[0.0935 µM]	-1%
COc1ccc(C(=O)N2CCCC(C(=O)N3CCN(c4ccccc4)CC3)C2)cc1 (stereo not given)	2%	x	-15%
COc1cc(NC(=O)C2CCCN(S(=O)(=O)c3ccc4c(c3)CCCC(=O)N4)C2)cc(OC)c1 (stereo not given)	5%	-4%	x
C/C(CC(=O)Nc1ccc2c(c1)OCCO2)=N\NC(=O)c1ccccn1	4%	1%	1%
CCCN1CNc2c(c(=O)[nH]c(=S)n2CCc2cc(Cl)ccc2Cl)C1	10%	1%[96 µM]	x
Cc1cc(C)cc(N(CC(=O)NC2CCCC2)C(=O)CCC(=O)Nc2nc(C)cs2)c1	1%	x	-9%
CCC(=O)C(C(=O)OC)[C@H](CCc1ccccc1)NC(=O)OC (stereo not given in full)	x	11%	1%
CC(C)N(C)CCOC(=O)/C=C/c1ccccc1	-1%	3%	1%
CC(Sc1nnc(Cn2c(=O)sc3ccccc32)n1C)c1ccccc1 (stereo not given)	-2%	-3%	-4%
Cn1cccc1C(=O)OCC(=O)Nc1ccc2[nH]c(=O)[nH]c2c1	-2%	-7%	x
COc1ccccc1NC(=O)c1c(NC(=O)c2ccccc2Cl)sc2c1CCC2	4%	-4%[12.3 µM]	x
CCOc1cc(N2CCOCC2)c(OCC)cc1NC(=O)CSc1nnc(N)s1	-7%	0%	x
CCCn1nc(C(=O)N2CC(=O)Nc3ccccc32)c2ccccc2c1=O	-5%	0%	-5%[2.35 µM]
CCOc1ccc(-c2cc(N3C(=O)Nc4ccccc4N3O)n[nH]2)cc1	5%	7%	-7%
CCOC(=O)c1ccc(NC(=O)c2ccc(C)c(S(=O)(=O)N3CCOCC3)c2)cc1	-5%	5%	-23%
COc1ccc(CNC(=O)Cc2csc(NC(=O)Nc3ccccc3OC)n2)cc1	u	0%[0.505 µM]	-9%
Cc1ccc(NC(=O)CCC(=O)NNC(=O)c2ccccc2)c(C)c1	2%	-1%	0%
CC(C)(C)NC(=O)Cn1ccc(=N)c2ccccc21	1%	2%	5%
C/C(CC(=O)Nc1ccc(Cl)c(C(F)(F)F)c1)=N\NC(=O)c1cnccn1	-18%	2%	-2%
CC(C)C(C)NC(=O)COC(=O)c1cc(S(=O)(=O)N(C)C)ccc1N1CCCC1 (stereo not given)	x	-5%	-1%
Cc1cccc(-c2nnc(SCC(=O)Nc3cccc(C(=O)N4CCOCC4)c3)n2C)c1	5%	-8%	9%
CCC(CC)C(=O)N1CC(=O)Nc2ccc(C)cc2C1c1ccccc1 (stereo not given)	-10%	x	-4%
NC(=O)C1CCN(C(=O)/C(=C/c2ccco2)NC(=O)c2ccccc2)CC1	0%	7%[0.0935 µM]	0%
O=c1c2cc3c(cc2n(Cc2cccc(F)c2)c(=O)n1Cc1nc(-c2ccccc2)no1)OCO3	1%	3%	x
